Screening data: PubChem BioAssay, several laboratories
Rv3671c inh = Rv3671c (M. tuberculosis) protease inhibition | inhibition, % at 5.96 µM | P9WHR9 | 0.048% of 320,000 active | AID 2606; in the data active = inhibition above about 38%;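 also: extracellular domain of Rv3671c used as enzyme; 0% = enzyme with DMSO and 100% = no enzyme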
Target sequence (P9WHR9 whole entry, looked up, the tested form may be a part): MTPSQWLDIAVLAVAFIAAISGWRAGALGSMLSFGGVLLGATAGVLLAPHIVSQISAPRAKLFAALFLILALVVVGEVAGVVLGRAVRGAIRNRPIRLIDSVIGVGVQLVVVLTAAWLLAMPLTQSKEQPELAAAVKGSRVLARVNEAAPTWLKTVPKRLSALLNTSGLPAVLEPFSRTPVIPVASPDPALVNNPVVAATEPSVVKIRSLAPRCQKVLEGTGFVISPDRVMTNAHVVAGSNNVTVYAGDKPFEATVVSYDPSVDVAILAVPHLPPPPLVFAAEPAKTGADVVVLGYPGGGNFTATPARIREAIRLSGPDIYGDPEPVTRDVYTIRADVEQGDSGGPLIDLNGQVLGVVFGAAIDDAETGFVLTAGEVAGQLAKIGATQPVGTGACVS
SARS 3CLpro inh = SARS-CoV 3CLpro protease inhibition | inhibition, % at 6 µM | 0.14% of 290,000 active | P0C6X7 | AID 1706 | recombinant SARS-CoV 3CLpro, quenched FRET peptide cleavage; in the data active = inhibition above about 12%
DUSP3 inh = DUSP3 (human) phosphatase inhibition | P51452 | recombinant VHR phosphatase, pNPP absorbance | inhibition, % at 13.3 µM | 0.52% of 290,000 active | AID 1654; in the data active = inhibition above about 50%; also: some compounds called inactive have numbers as strong as hits
Target sequence (P51452 whole entry, looked up): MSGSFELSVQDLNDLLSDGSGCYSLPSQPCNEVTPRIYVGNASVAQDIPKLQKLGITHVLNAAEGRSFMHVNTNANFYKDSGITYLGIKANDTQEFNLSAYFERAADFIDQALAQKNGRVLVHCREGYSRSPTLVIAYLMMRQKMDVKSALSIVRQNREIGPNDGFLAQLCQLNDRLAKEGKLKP
PfHsp40 rescue = compounds rescuing yeast from Plasmodium falciparum HSP40 toxicity; 0.68% of 340,000 active; growth rescue, % at 12.5 µM; S. cerevisiae expressing PfHsp40, growth rescue, ATP luminescence; in the data active = growth rescue above about 28%, passing the limit was not always enough; inconclusive = no clear call, values can overlap the other calls;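 also: yeast W303a lacking pdr1 and pdr3 grown in galactose medium; growth measured after three days at 30 °C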
Y pestis TopoI = Y. pestis Topo-I inhibition via cleavage products. Y. pestis Topo-I cleavage product accumulation, plate reader. activity, % at 10 µM. 0.064% of 360,000 active; in the data active = activity above about 50%, passing the limit was not always enough; inconclusive = no clear call, values can overlap the other calls; also: inactives centre near 2
Anthrax LF prot = anthrax lethal factor protease inhibition; P15917; multiplex microsphere protease cleavage assay, LF; AID 588501; inhibition, % at 10 µM; 0.12% of 360,000 active; in the data active = inhibition above about 30%; inconclusive = no clear call, values can overlap the other calls; also: plate controls were buffer without enzyme for full effect and enzyme alone for no effect
BH1578 lux ind = quorum light induction in luxS cqsA deficient V. cholerae. V. cholerae BH1578 lux reporter, luminescence, 6 h. activation, % at 18.7 µM. 0.16% of 350,000 active. AID 588436; in the data active = activation mostly above about 9.7%, no sharp cut-off; inconclusive = no clear call, values can overlap the other calls; inactive = mostly below about 3.7%; also: not every result past the cut was called active; inactives centre near 0; reference of the scale not given here
SSB-PriA inh = blocks PriA binding to SSB C-terminal tail; AlphaScreen SSBct-PriA binding, biotinylated peptide; inhibition, % at 33 µM; 0.6% of 430,000 active; AID 1272365; in the data active = inhibition mostly above about 37%, no sharp cut-off; inactive = mostly below about 20%;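 also: plate controls were negative control peptide for no effect and reference peptide for full effect; strong numbers were not always called active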
TcdB inh = inhibitors of Clostridioides difficile toxin B glycohydrolase | AID 652162 | inhibition, % at 9.99 µM | 0.24% of 350,000 active | P18177 | TcdB glycohydrolase enzymatic assay, plate reader; in the data active = inhibition above about 10%
MazEF act = increases E. coli MazEF RNase cleavage of RNA | activation, % at 20 µM | AID 504720 | P0AE70 | 0.32% of 350,000 active | FAM/BHQ RNA-DNA oligo cleavage fluorescence, 5 h; in the data active = activation above about 50%
Target sequence (P0AE70 whole entry, looked up): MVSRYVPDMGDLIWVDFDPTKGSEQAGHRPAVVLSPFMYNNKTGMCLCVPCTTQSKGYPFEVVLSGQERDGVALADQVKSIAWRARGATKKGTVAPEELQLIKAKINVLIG
Active calls of the source: *; i = inactive; ? = inconclusive; . = no result given; & = joins results of further samples. These rows are one share of the data; the hit share may differ from the screen's.

SMILES	Rv3671c inh	SARS 3CLpro inh	DUSP3 inh	PfHsp40 rescue	Y pestis TopoI	Anthrax LF prot	BH1578 lux ind	SSB-PriA inh	TcdB inh	MazEF act
CC1CCN(C(=O)C2CCN(S(=O)(=O)c3cc(Cl)ccc3Cl)CC2)CC1	1	-1	-3	0.5	24	1	i	-9	1.2	0
COc1nc(N(C)C)nc(N2CC(=O)N(CCNS(=O)(=O)c3ccc(C)cc3)C2=N)n1	-3	7	-8	-0.2	-3	-3	-0.7	4	.	-1
O=C1CC/C=C\C[C@@H](CC(=O)N(CCO)Cc2ccccc2)C(=O)NC[C@@H](c2ccccc2)O1	5	.	.	23	8	-3	i	-9	0.2	7
COc1ccc(OCC(=O)Nc2nc3ccc(NC(C)=O)cc3s2)cc1	-14	-2	2	-0.2	0	-6	-1.5	-2	0.2	11
c1ccc2c(c1)OCC(c1nn3cnnc3s1)O2 (stereo not given)	-3	2	-11	-0.5	4	2	.	-7	.	-1
C=C(C(=O)c1ccccc1)C(NC(C)(C)C)c1ccccc1 (stereo not given)	.	.	.	0.9	5	-6	-0.8	-7	0.5	9
COc1ccc2sc(N(CCN(C)C)C(=O)/C=C/c3cccs3)nc2c1	3	2	6	1.9	7	.	-0.7	8	-0.1	2
CCc1c(C)sc(NC(=O)C2CCCCC2C(=O)O)c1C(N)=O (stereo not given)	-1	-3	-2	-0.1	1	1	0.5	-2	.	-1
Cn1c(O)c(C=NCCN2CCN(C(=O)Nc3ccccc3)CC2)c(=O)n(C)c1=O	4	1	-18	.	-7	.	-0.6	-16	-0.1	14
COC(=O)CC(NC(=O)C1CC1)c1ccc2c(c1)OCO2 (stereo not given)	3	-1	-9	9.8	1	2	i	-7	-0.8	2
Cc1ccc(C(O)(c2ccc(C)c(C)c2)C2CN3CCC2CC3)cc1C (stereo not given)	-5	-6	14	-0.6	4	12	-0.6	6	-0.4	27
O=S(=O)(NCCNS(=O)(=O)c1ccc(F)cc1)c1ccc(F)cc1	0	-1	18	1.0	9	-3	-0.5	-4	.	4
O=C(Nc1ccc(S(=O)(=O)N2CCOCC2)cc1)c1ccc(Cl)s1	-32	0	21	-0.5	-2	3	-0.4	-16	0.2	15
COc1ccc(NC(=O)/C(C#N)=C/c2ccc(OCCN3CCOCC3)c(OC)c2)c(OC)c1	3	2	12	-1.2	17	-6	-1.6	-10	.	-10
O=C(COC(=O)c1cccnc1Nc1ccccc1F)NCCN1C(=O)CSC1=O	-3	6	31	0.7	3	-1	i	-2	0.7	-6
O=C(O)CCn1ncc2ccccc2c1=O	-6	4	12	0.1	-11	3	i	1	0.1	8
CCN1C(=O)/C(=C2/Sc3ccc(OC)cc3N2C)SC1=Nc1cccc(O)c1	7	0	17	-0.5	0	-4	-0.5	-4	2.2	-5
CCS(=O)(=O)Nc1ccc(C(=O)c2ccccc2)cc1	3	-4	29	0.6	6	2	2.6	-18	.	-9
CCN(CCCNC(=O)CNC(=O)Cn1cnc2ccccc2c1=O)c1ccccc1	-4	-1	-4	-1.7	-2	0	i	-3	.	-1
COc1ccccc1Nc1nc(-c2cccs2)cs1	-1	6	10	3.1	-7	-4	i	12	1.7	2
CC(c1ccccc1)N(C)C(=O)CN1CCN(S(=O)(=O)c2ccc3c(c2)OCCCO3)CC1 (stereo not given)	-4	.	.	1.1	32	1	i	-1	2.0	2
COCCn1c(SCC(=O)c2cccc(OC)c2)nnc1-c1ccco1	-2	-3	10	-1.1	3	-2	i	9	.	6
Cc1ccc(C(=O)C(OC(=O)c2cnccn2)c2ccccc2)cc1 (stereo not given)	-7	1	6	0.9	1	-1	-0.2	-2	0.3	4
O=C1NC(=O)C2(CCCCCCCCCCC2)N1	-4	1	-35	-0.2	-6	-1	-0.5	5	2.9	4
CCOC(=O)c1sc(=S)n(-c2cc(OC)ccc2OC)c1N	1	-3	-6	200*	-2	0	-2.2	6	.	7
COc1ccc(C)cc1NC(=O)C(Sc1nnc(-c2ccncc2)n1-c1ccc(Cl)cc1)c1ccccc1 (stereo not given)	-13	4	-3	0.5	27	-1	-0.2	11	1.5	-3
C=CCNC(=O)C1CC(=O)N(c2ccc(OCC(=O)Nc3cccc(OC)c3)cc2)C1 (stereo not given)	-4	7	7	-1.8	1	-2	-0.6	-4	.	4
CCc1ccc(NCCC(=O)c2ccc(Cl)cc2)cc1	2	3	24	2.4	6	-5	-1.7	-11	.	3
CCOC(=O)c1ccc(N2C(=O)CC(N3CCC(C(N)=O)(N4CCCCC4)CC3)C2=O)cc1 (stereo not given)	-1	-2	27	2.7	3	-6	-1.6	-11	1.0	13
O=C(Cc1cccs1)NCCCc1ccccc1	5	2	29	1.1	5	-3	-0.2	-16	-0.1	8
O=C(CCCc1ccccc1)Nc1ccnn1C1CCN(Cc2ccc(CO)o2)CC1	-16	-6	27	-0.8	13	2	0.0	15	0.3	6
COc1cccc(CC2(CO)CCCN(CC3=Cc4cc(OC)ccc4OC3)C2)c1 (stereo not given)	3	1	-21	-0.3	26	-7	-0.4	6	-1.2	-10
Cc1cc(C)cc(Nc2ncc3c(n2)CC(c2ccco2)CC3=O)c1 (stereo not given)	-9	3	-9	3.9	4	-2	-0.4	14	.	2
Cc1nnc(SCC(=O)Nc2ccccc2NC(=O)CSc2nnc(C)s2)s1	-5	1	-3	-1.5	-2	-1	i	-5	.	-8
Cc1cc[n+](CC(=O)Nc2cccc(C)c2)cc1	3	-2	6	0.1	-10	0	-0.5	-8	0.2	7
CC(=O)NCC(=O)NC1CC(C)(C)Cc2c1cnn2-c1ccccc1 (stereo not given)	-5	-5	12	-0.6	2	2	1.1	-4	2.3	9
CC(C)(C)C(=O)OCC12CCC(O1)C1(C)C(=O)OCC21 (stereo not given)	8	-1	-1	-1.1	2	-1	-0.2	-12	-0.4	-2
COc1ccc(-c2cc(=O)oc3cc(OCC(=O)NCCCn4ccnc4)ccc23)cc1	2	-4	25	0.8	-4	3	-0.6	3	2.0	4
C=CCn1c(=O)[nH]c2cc(C(=O)N3CC=C(c4ccccc4)CC3)ccc2c1=O	-3	0	11	0.7	-11	.	i	2	2.7	-13
CN(C)CCOc1cccc(Br)c1	-1	0	28	0.6	0	1	-0.5	-5	1.5	-7
Cc1ccc(C2(CCNC(C)c3cccs3)CCOC(C(C)C)C2)cc1 (stereo not given)	.	1	12	0.5	-3	-2	i	1	1.2	1
Cc1cccc(NC(=O)CCN2CCCC(C)C2)c1 (stereo not given)	5	3	-13	-0.3	4	-1	4.1	-7	1.5	5
COc1ccc(Cl)cc1NS(=O)(=O)c1cccc2cccnc12	-8	1	-13	-1.1	1	-9	1.1	-2	0.5	5
NC(=O)CC(NC(=O)Cc1cccc2ccccc12)c1ccc(N2CCN(c3ccc(F)cc3)CC2)c([N+](=O)[O-])c1 (stereo not given)	5	.	15	-1.2	16	-4	i	-19	-0.2	-4
COc1ccccc1CNC(=O)C[C@@H]1C[C@H]2c3cc(N(C)C)ccc3O[C@H]2[C@H](CO)O1	.	.	.	.	13	-3	-0.4	.	-51&-35	5
O=C(CCN1C(=O)c2ccccc2S1(=O)=O)N1CCN(c2cccc(Cl)c2)CC1	3	.	.	2.6	35	-3	-0.7	-10	2.5	2
CCCCn1c(O)c(C(C)=Nc2c(C)n(C)n(-c3ccccc3)c2=O)c(=O)[nH]c1=O	5	4	8	1.1	6	-2	i	-13	-0.1	0
O=C(Nc1cccc(Cl)c1)c1csc([C@@H]2O[C@H](CO)[C@H](O)[C@H](O)[C@H]2O)n1	.	.	.	.	-6	-1	i	.	0.6	.
CC1=C(C(=O)OCc2ccccc2)C(c2ccccc2)NC(=O)N1 (stereo not given)	0	-2	-4	-0.7	1	-11	i	-9	4.1	12
O=C(CSc1nnc(CNc2ccc(F)cc2)o1)OC1CCCCC1	2	6	17	0.2	17	-12	-0.3	-79	.	8

One compound at a time (already shown). Order of values: Rv3671c inh, SARS 3CLpro inh, DUSP3 inh, PfHsp40 rescue, Y pestis TopoI, Anthrax LF prot, BH1578 lux ind, SSB-PriA inh, TcdB inh, MazEF act
COc1ccc(Cl)cc1NS(=O)(=O)c1cccc2cccnc12 across the screens: -8, 1, -13, -1.1, 1, -9, 1.1, -2, 0.5, 5
COc1ccccc1CNC(=O)C[C@@H]1C[C@H]2c3cc(N(C)C)ccc3O[C@H]2[C@H](CO)O1 across the screens: ., ., ., ., 13, -3, -0.4, ., -51&-35, 5
O=C(CCN1C(=O)c2ccccc2S1(=O)=O)N1CCN(c2cccc(Cl)c2)CC1 across the screens: 3, ., ., 2.6, 35, -3, -0.7, -10, 2.5, 2
Cc1ccc(C2(CCNC(C)c3cccs3)CCOC(C(C)C)C2)cc1 (stereo not given) across the screens: ., 1, 12, 0.5, -3, -2, i, 1, 1.2, 1
NC(=O)CC(NC(=O)Cc1cccc2ccccc12)c1ccc(N2CCN(c3ccc(F)cc3)CC2)c([N+](=O)[O-])c1 (stereo not given) across the screens: 5, ., 15, -1.2, 16, -4, i, -19, -0.2, -4

Additional structures follow.
SMILES	Rv3671c inh	SARS 3CLpro inh	DUSP3 inh	PfHsp40 rescue	Y pestis TopoI	Anthrax LF prot	BH1578 lux ind	SSB-PriA inh	TcdB inh	MazEF act
Cc1cc(N2CCN(c3ccccc3)CC2)n2c(n1)nc1ccccc12	-9	2	17	1.4	36	2	-0.7	-1	.	7
Nn1c(SCC(=O)Nc2ccccc2F)nnc1-c1cccs1	3	.	.	1.0	4	?	2.9	-10	1.7	-1
COCc1nnc(NC(=O)CS(=O)(=O)c2ccc(C)cc2)s1	2	3	17	-0.3	1	-2	-0.2	-12	0.9	4
COc1ccc(N2CCN(C(=O)CSc3ncn[nH]3)CC2)cc1	1	.	.	-0.2	-5	1	-1.2	-2	1.5	5
Cc1ccccc1C(=O)NC(CC(C)C)C(=O)Nc1ccc(F)c([N+](=O)[O-])c1 (stereo not given)	-6	3	4	-1.1	-4	1	-0.1	3	-0.5	8
CCOC(=O)Cc1cn2c(=O)cc(CSCC(=O)Nc3ccc(C)c(C)c3)nc2s1	-2	0	-7	-0.7	-7	2	-2.9	-6	.	10
COc1ccccc1NC(=O)C(O)C(O)C(=O)Nc1ccccc1OC (stereo not given)	0	-5	-5	0.4	-4	0	-0.3	7	.	8
Cc1cc(NC(=O)Cn2nc(C(F)(F)F)c3c2CCCC3)no1	-1	-3	-4	-0.3	0	1	-4.5	-4	.	-2
O=C(CSc1ccc(-c2ccc(F)cc2)nn1)N1CCCCC1	8	-3	1	1.6	3	1	-0.4	-4	1.3	-4
COc1ccccc1OCCNC(=O)CNC(=O)c1ccc(Cl)c(Cl)c1	1	.	.	-0.5	3	-3	-1.4	-4	-0.1	2
CCc1nn2c(NCCOC)cc(C)nc2c1-c1ccc(F)cc1	2	0	14	0.0	13	-3	-0.2	-24	0.5	0
S=C(c1ccc(-c2cccc(Cl)c2)o1)N1CCCCC1	-7	1	24	0.5	9	-11	i	15	0.8	-2
COc1cccc(CN2CCN(Cc3ccc4cccc(F)c4n3)CC2CCO)c1 (stereo not given)	1	2	-17	0.3	-9	-7	i	10	2.4	-20
Cc1cccc(-n2nnc(C(=O)NCc3ccc4c(c3)OCO4)c2N)c1	-10	2	48	0.3	12	0	-5.4	12	.	9
O=C(CCNS(=O)(=O)c1cccs1)NCc1ccco1	-1	1	21	-1.7	-3	1	i	-5	.	5
COc1cc(C(=O)NCc2nnc(SCC(=O)Nc3cccc(C(F)(F)F)c3)o2)cc(OC)c1OC	1	4	14	0.3	-2	0	-0.2	8	-0.7	3
c1ccc(-c2noc(-c3ccc4ccccc4c3)n2)cc1	10	5	18	0.7	5	-1	-0.9	-3	.	-6
O=C(NCc1ccccn1)C(=O)Nc1cc2c3c(c1)CC(=O)N3CCC2	-2	.	.	-0.6	8	.	-0.3	3	3.0	5
Cc1ccccc1NC(=O)C(=O)NCCCN1CCOCC1	4	-2	12	-0.7	4	-6	-1.0	-25	0.5	3
Nc1c(N(Cc2ccco2)C(=O)c2ccccc2F)c(=O)[nH]c(=O)n1Cc1ccccc1	.	.	.	0.8	-5	-5	-1.1	-5	0.1	3
